Bioassay records deposited in PubChem BioAssay by The Scripps Research Institute Molecular Screening Center.
PLC-gamma1 inh: PLC-gamma1 enzyme inhibitors, primary screen, biochemical, fluorescence, purified enzyme; 1-phosphatidylinositol 4,5-bisphosphate phosphodiesterase gamma-1 (Homo sapiens), P19174; fluorogenic substrate; inhibition, % at 12.2 µM; 0.84% of 370,000 active; AID 720700, 2013; in the data active = inhibition above about 9.5%
Target sequence (P19174 whole entry, looked up): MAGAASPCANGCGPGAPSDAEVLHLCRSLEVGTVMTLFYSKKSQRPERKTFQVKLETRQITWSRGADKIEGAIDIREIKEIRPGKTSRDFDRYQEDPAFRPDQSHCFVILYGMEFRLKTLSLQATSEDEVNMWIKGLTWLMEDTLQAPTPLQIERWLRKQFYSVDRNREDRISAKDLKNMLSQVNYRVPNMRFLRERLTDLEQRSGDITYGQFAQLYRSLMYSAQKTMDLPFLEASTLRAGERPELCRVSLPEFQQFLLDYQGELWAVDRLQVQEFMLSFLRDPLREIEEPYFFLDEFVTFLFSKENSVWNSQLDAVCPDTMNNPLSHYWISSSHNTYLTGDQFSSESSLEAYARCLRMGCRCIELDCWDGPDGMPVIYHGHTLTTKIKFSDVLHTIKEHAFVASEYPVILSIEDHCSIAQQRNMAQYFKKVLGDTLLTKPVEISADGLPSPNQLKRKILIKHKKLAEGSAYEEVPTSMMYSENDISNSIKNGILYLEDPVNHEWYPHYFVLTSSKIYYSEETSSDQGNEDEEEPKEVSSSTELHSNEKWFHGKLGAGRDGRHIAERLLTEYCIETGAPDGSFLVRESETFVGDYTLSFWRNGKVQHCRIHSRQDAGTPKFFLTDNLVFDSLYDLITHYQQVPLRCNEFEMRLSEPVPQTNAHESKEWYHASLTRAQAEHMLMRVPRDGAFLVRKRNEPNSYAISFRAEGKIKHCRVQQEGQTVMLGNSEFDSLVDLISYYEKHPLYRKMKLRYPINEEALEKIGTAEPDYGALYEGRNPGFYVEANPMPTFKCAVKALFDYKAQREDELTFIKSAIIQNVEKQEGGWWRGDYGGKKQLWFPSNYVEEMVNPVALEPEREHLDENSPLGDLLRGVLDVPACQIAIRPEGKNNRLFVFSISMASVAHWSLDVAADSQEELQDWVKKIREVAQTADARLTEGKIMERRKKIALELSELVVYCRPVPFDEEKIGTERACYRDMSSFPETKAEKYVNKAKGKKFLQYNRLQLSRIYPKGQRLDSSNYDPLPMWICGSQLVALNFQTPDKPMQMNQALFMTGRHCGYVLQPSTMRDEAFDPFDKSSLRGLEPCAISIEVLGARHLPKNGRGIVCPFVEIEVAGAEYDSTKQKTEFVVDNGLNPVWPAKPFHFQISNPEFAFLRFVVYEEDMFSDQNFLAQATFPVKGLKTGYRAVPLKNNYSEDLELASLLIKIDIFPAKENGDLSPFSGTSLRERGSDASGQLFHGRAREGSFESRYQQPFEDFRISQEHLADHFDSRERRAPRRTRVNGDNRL
UHRF1 MBD2 ctr: UHRF1 methylated DNA binding inhibitors, primary screen, counter-screen for MBD2 inhibitor project, biochemical, TR-FRET, human UHRF1, single concentration | 0.75% of 370,000 active | inhibition, % at 4.4 µM | UHRF1 binding to methylated oligo; in the data active = inhibition above about 21%;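 also: UHRF1 SRA domain binding a hemimethylated CpG hairpin DNA probe; 0% = median of test compound wells and 100% = reference inhibitor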
proKLK7 act: proKLK7 zymogen activators, primary screen, biochemical, fluorescence intensity | Kallikrein-7 (Homo sapiens), P49862 | purified proKLK7, EDANS-DABCYL substrate fluorescence; 100% is mature enzyme control, 0% vehicle | activation, % at 7 µM | 0.9% of 370,000 active | AID 652039, 2013;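 active = activation above the mean of all tested compounds plus 3 SD, computed per campaign excluding outliers beyond control limits, cut at about 13% in these data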
MBD2 DNA inh: inhibitors of MBD2 binding to methylated DNA, primary screen, biochemical, TR-FRET, DNA-binding domain, human; Methyl-CpG-binding domain protein 2 (Homo sapiens), Q9UBB5; MBD2 binding to methylated oligonucleotide; 0.31% of 370,000 active; inhibition, % at 4.4 µM; in the data active = inhibition above about 13%
ADAM17 inh: ADAM17 inhibitors, primary screen, biochemical, QFRET; recombinant ADAM17, EDANS/DABCYL FRET peptide cleavage; inhibition, % at 6.95 µM; 0.83% of 370,000 active;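 active = inhibition above the mean of compounds lying between control limits plus 3 SD, set per campaign, cut at about 8.5% in these data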;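 also: 0% = DMSO-only wells as the low control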
ASAP1 inh: inhibitors of human ASAP1 ArfGAP activity, primary screen, biochemical, fluorescence polarization; Arf-GAP with SH3 domain, ANK repeat and PH domain-containing protein 1 (Homo sapiens), …; inhibition, % at 16.5 µM; 0.19% of 360,000 active; ASAP1-stimulated ARF1 GTP hydrolysis, GDP FP detection; in the data active = inhibition above about 25%;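 also: 0% = vehicle with enzyme and substrate and 100% = no enzyme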
DDE Tn7 FP inh: inhibitors of Tn7 peptide binding to fibrin DD(E), primary screen, biochemical, fluorescence polarization, human fibrin, Tn7 probe; 0.13% of 370,000 active; FP displacement of FITC-Tn7 peptide from fibrin DD(E); 0% = median of compound wells per plate; inhibition, % at 8.3 µM; Fibrinogen beta chain (Homo sapiens), P02675;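 active = inhibition above the mean of compounds falling within the control limits plus 3 SD of them, cut at about 14% in these data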;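 also: 0% = plate median of compound wells and 100% = 10 µM Aha-Tn7 peptide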
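Assay system: human fibrin DD(E) protein / Input: 2 µM fibrin DD(E) / Benchmarks: high control of 10 µM Aha-Tn7 peptide / Measured by: fluorescence polarization of the labelled Tn7 tracer / Medium: Tris buffer with calcium and detergent, pH 7.8 / Timing: 10 min compound pre-incubation, 3 h probe incubation at room temperature / Repeats: one replicate per compound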
ARFGAP1 inhibitor: inhibitors of rat ARFGAP1 GAP activity, primary screen, biochemical, fluorescence polarization, GDP tracer; AID 651572, 2012; ADP-ribosylation factor GTPase-activating protein 1 (Rattus norvegicus), Q62848; Arfgap1-stimulated ARF1 GTP hydrolysis, GDP FP detection; inhibition, % at 16.5 µM; 0.26% of 360,000 active;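 active = inhibition above a per-plate limit, mean inhibition of low control wells plus 3 SD, cut at about 25% in these data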;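 also: 0% = DMSO wells with enzyme and 100% = wells lacking Arfgap1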
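Assay system: Rat Arfgap1 GAP domain (His6, aa 1-136), purified enzyme | Buffer or medium: HEPES 25 mM pH 7.5, NaCl 150 mM, MgCl2, DTT | Schedule: GTP hydrolysis reaction 2 h at 25 °C | Signal: FP of antibody-bound GDP Alexa 633 tracer, ex 620/em 688 nm | Measure: Percent inhibition of Arfgap1-stimulated GTP hydrolysis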
PLC-beta3 inh: human PLC-beta3 inhibitors, primary screen, biochemical, fluorescence | 1-phosphatidylinositol 4,5-bisphosphate phosphodiesterase beta-3 (Homo sapiens), Q01970 | Purified PLC-beta3, fluorogenic substrate | inhibition, % at 12.2 µM | 0.18% of 370,000 active | AID 720704, 2013; in the data active = inhibition above about 11%;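 also: 0% = median of compound wells on plate and 100% = full blocker control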
Tn6 DDE FP: inhibitors of Tn6 peptide binding to fibrin DD(E), primary screen, biochemical, fluorescence polarization, human fibrin, Tn6 probe | 0.21% of 370,000 active | Fibrinogen beta chain (Homo sapiens), P02675 | inhibition, % at 8.3 µM | Fibrin DD(E) TRITC-Tn6 fluorescence polarization displacement;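 active = inhibition above a per-campaign cutoff: mean of compounds within control limits plus 3 SD, cut at about 15% in these data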;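 also: 0% = median of all compound wells on the plate and 100% = blocking peptide control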
* hit, by the source's call; i = inactive; · = no result given.

Screens in order – MBD2 DNA inh, UHRF1 MBD2 ctr, PLC-beta3 inh, proKLK7 act, PLC-gamma1 inh, ASAP1 inh, Tn6 DDE FP, ADAM17 inh, ARFGAP1 inhibitor, DDE Tn7 FP inh
- CCC(CC)C(=O)Nc1ccc(-c2cn3cccnc3n2)cc1
→ -3, -1, i, 61*, i, -4, 2, i, 14, 4
- Cc1ccc2cc(C)c(N3CCC(C)CC3)nc2c1
→ 0, 0, -3, -0.8, -1, -7, 3, -1, 6, -10
- Cc1cc(NS(=O)(=O)c2ccc(NC(=O)c3ccc(Cl)cc3[N+](=O)[O-])cc2)no1
→ 1, -4, -6, 0.2, 1, -10, -1, 0, 13, 0
- O=c1c2ccccc2nnn1CSc1nnc(-c2ccco2)o1
→ -3, -1, 1, -0.2, 2, 14, 6, 1, 2, 4
- Cc1[nH]n(-c2ccccc2)c(=S)c1C=Nc1ccc([N+](=O)[O-])cc1
→ -5, -4, 0, -0.2, 2, 2, 2, 4, 5, -4
- O=C(NCN1CCN(c2ccccc2F)CC1)c1ccccc1
→ 0, 0, 1, 0.3, 0, -2, 2, 2, -5, -9
- CCOC(=O)c1c(NC(=O)CSc2nnc(N)s2)sc(C)c1-c1ccc(C)cc1
→ -3, 1, 3, 0.8, 0, 5, 4, 7, 8, 3
- COC(=O)C1=C(C)N(C)C(=NCc2ccccc2)NC1c1ccccc1 (configuration not stated)
→ 2, 0, 1, 0.4, -1, 4, 3, -4, -9, -3
- CC1=NN(c2ccccc2)C(=O)/C1=C\c1ccc(Br)s1
→ 2, 0, 5, 0.0, 1, -6, 2, 2, 1, -2
- CC1(c2nc3ccccc3[nH]2)c2ccccc2C(=O)N1Cc1ccccc1 (configuration not stated)
→ -2, 1, -3, 0.0, 2, -11, 4, -6, 0, 1
- Cc1ccc(CN2CCCCC(NC(=O)c3ccccc3C)C2=O)cc1 (configuration not stated)
→ 2, 0, -1, -0.2, -3, ·, -3, -6, ·, 7
- CCOC(=O)Cc1csc(NC(=O)c2ccc3c(c2)OCO3)n1
→ -5, 0, 2, 0.1, 2, -4, -10, 0, -8, -4
- COc1ccc(/C=C2\SC(=S)N(C(C)C(=O)NC3C=CS(=O)(=O)C3)C2=O)cc1 (configuration not stated)
→ -7, -5, 0, 0.0, -2, 6, -1, 3, 4, 2
- Cc1ccc(S(=O)(=O)N(C)C)cc1NC(=O)COC(=O)Cc1ccccc1F
→ 0, -3, -5, 0.0, 2, 0, 1, 0, -15, 2
- COc1ccc(-c2csc3ncnc(NCCN4CCOCC4)c23)cc1
→ 3, 1, 1, 0.5, -4, -11, -5, -6, -4, -1
- COc1ccc2oc(=O)c(C(=O)N3CCN(c4ccccc4F)CC3)cc2c1
→ -2, 0, -58, 0.1, -42, -3, 0, -12, -2, -4
- Cn1c(SCC(=O)N2CCCCC2)nc2c([nH]c3ccccc32)c1=O
→ 7, 5, -2, -0.2, 4, 0, -3, -2, -7, 4
- Nc1ccc2c(c1)Cc1cc([N+](=O)[O-])ccc1-2
→ -6, -6, -204, 1.1, -189, -2, 2, 0, 1, -7
- COc1ccc(-c2csc(N(CC3CCCO3)C(=O)c3ccco3)n2)cc1 (configuration not stated)
→ 2, -2, -2, -0.1, -2, 6, -5, 1, -2, -2
- O=C(NCc1ccco1)C1CC(c2cc(C(F)(F)F)cc(C(F)(F)F)c2)=NO1 (configuration not stated)
→ 7, -1, -44, -0.8, -11, 1, -5, -6, 6, 3
- CCCCN(C(=O)C(C)N1C(=O)c2ccccc2C1=O)c1c(N)n(CC(C)C)c(=O)[nH]c1=O (configuration not stated)
→ -3, 1, -4, 0.0, 3, 5, -8, -1, 4, -6
- CCCCCC(=O)N1CCCCC1
→ 1, 1, -5, 0.7, -4, -6, -1, 0, -2, -1
- COc1ccc(S(=O)(=O)N2CCOC2CNC(=O)C(=O)NCCc2ccc(OC)c(OC)c2)cc1C (configuration not stated)
→ 1, 1, 0, 0.4, 0, 17, 2, 0, 12, 6
- CC(=O)c1ccc(S(=O)(=O)NC2CC(=O)N(c3ccc4c(c3)OCCO4)C2)cc1 (configuration not stated)
→ 0, 1, 2, 0.1, -2, 9, 2, 1, -3, 4
- COCCCn1nnnc1SCC(=O)Nc1ccc2c(c1)OCCO2
→ -1, 0, 4, 0.1, 1, -7, 4, 1, 1, -2
- Cn1ccnc1/C(=N\NC(=O)c1ccccc1)c1cccc([N+](=O)[O-])c1
→ 4, -1, -2, 0.3, 7, 5, -12, 0, -4, 1
- Cc1ccc(CSCC(=O)NCc2ccco2)cc1
→ 1, -5, -7, 0.7, -3, -7, 4, -1, 0, -1
- COc1cccc(C(=O)CN(C(=O)c2ccc(Cl)c(Cl)c2)N2C(=O)c3ccccc3C2=O)c1
→ -2, -3, -6, 0.1, -10, 9, 3, -2, -14, 5
- Cc1ccc(-c2nc(CN(CC3CCC3)CC3CCCO3)c(C)o2)s1 (configuration not stated)
→ 4, 2, -8, -1.0, -11, 8, -2, -8, 1, 2
- COCCn1c(=S)[nH]c2ccc(N(C)C)cc2c1=O
→ -4, -7, i, 48*, i, 4, 3, -59, -5, 1

Ordered by the number under proKLK7 act (falling): 3 from the list above.
smiles	proKLK7 act
COC(=O)C1=C(C)N(C)C(=NCc2ccccc2)NC1c1ccccc1 (configuration not stated)	0.4
Cc1ccc(S(=O)(=O)N(C)C)cc1NC(=O)COC(=O)Cc1ccccc1F	0.0
Cc1ccc(CN2CCCCC(NC(=O)c3ccccc3C)C2=O)cc1 (configuration not stated)	-0.2

The results go on.
Screens in order – MBD2 DNA inh, UHRF1 MBD2 ctr, PLC-beta3 inh, proKLK7 act, PLC-gamma1 inh, ASAP1 inh, Tn6 DDE FP, ADAM17 inh, ARFGAP1 inhibitor, DDE Tn7 FP inh
- CN(C)CCCNCCCNC(=O)/C(=N\O)c1ccccn1
→ 1, 0, 0, 0.0, 0, 4, -4, -3, 5, -7
- Cc1ccccc1-c1nnnn1C1CCS(=O)(=O)C1 (configuration not stated)
→ 3, 0, 2, -0.8, 1, 5, -4, -3, -1, -3
- O=C(NCc1ccc(F)cc1)c1cccc2c1C(=O)N(Cc1cccnc1)C2
→ 1, 10, 5, 0.0, 2, -16, -4, 2, 6, -1
- CCc1c(C)sc(NC(=O)c2cc(-c3ccc(O)cc3)on2)c1C#N
→ -4, -1, -6, -0.6, -5, -12, 4, -7, -8, 6
- O=C(Nc1ccc(N2CCN(C(=O)c3cccs3)CC2)cc1)c1ccccc1Cl
→ 1, -2, -2, -1.1, 2, -10, 3, 2, -4, -6
- CCc1noc(C)c1C(=O)N1CCCC(N2CCN(c3ccccc3F)CC2)C1 (configuration not stated)
→ -1, 0, -7, -0.1, -2, -4, 3, -6, 6, 1
- O=C(CN1C(=O)c2ccc([N+](=O)[O-])cc2C1=O)Nc1ccccc1N1CCCC1
→ -3, -3, -1, 0.3, -3, -8, -1, 0, -9, 7
- CSc1nc2c(c(-c3ccccc3)c1C#N)CCC2
→ 2, -3, -4, 0.0, -3, -9, 3, -2, 8, -5
- CCOC(=O)N1CCC(Nc2c(NCCN3CCN(c4cccc(Cl)c4)CC3)c(=O)c2=O)CC1
→ 2, -2, 4, -0.4, -2, -8, -3, 2, -11, 6
- CCCn1c(SCC(=O)NCCc2ccc(OC)c(OC)c2)nc2c1c(=O)n(C)c(=O)n2C
→ 3, 4, 4, -0.2, 2, 1, -9, 0, 13, -11
- COc1ccccc1N(C)S(=O)(=O)c1ccc(Cl)c(C(=O)NC2=NCCS2)c1
→ -1, -1, -1, -0.3, -1, -12, -2, -1, -1, 2
- CCCCOc1ccc(C(=O)NC2CCCCN(Cc3ccc(C)cc3)C2=O)cc1 (configuration not stated)
→ 0, -3, 4, 0.0, 3, ·, 3, 3, ·, -1
- O=C(Nc1cccc(CCc2ccccn2)c1)c1cc(F)c(F)cc1Cl
→ 1, 2, 0, -0.9, 0, 9, 6, 2, 1, 3
- COc1ccc(S(=O)(=O)N(CC(=O)NCC2CCCO2)Cc2ccccc2)cc1 (configuration not stated)
→ 2, 2, -8, 0.2, -3, 11, -3, -1, -7, 0
- CCC(C)(C)n1nnnc1C(c1cc2cc3c(cc2[nH]c1=O)OCO3)N1CCN(C)CC1 (configuration not stated)
→ 2, -7, -145, 10, -99, 0, 0, -321, -15, -1
- CCCCOc1ccc(C(=O)N2CCN(CC(=O)Nc3ccc(C)cc3)CC2)cc1OC
→ -3, 3, -2, -0.2, 4, -1, 0, -1, -1, 0
- Cc1nnc(NC(=O)CSc2nnc(-c3ccc(S(=O)(=O)N4CCCC4)cc3)n2C)s1
→ -2, 1, 3, 0.1, 2, 9, -6, -1, 5, 8
- O=C1NC(c2ccco2)Nc2ccccc21 (configuration not stated)
→ -1, 2, -435, 16*, -323, 1, -2, -306, 2, -2
- O=C(COc1ccc(F)cc1Cl)Nc1nc(-c2ccccn2)cs1
→ -7, -5, -22, -0.5, -12, -8, 2, -1, 6, 5
- COC(=O)c1c(C(=O)OC)c(-c2cccc(F)c2)n2c1CS(=O)(=O)C2
→ -6, 0, -4, -0.1, -2, -14, 5, -3, -1, 7

One compound at a time, from the list above. Order of values: MBD2 DNA inh | UHRF1 MBD2 ctr | PLC-beta3 inh | proKLK7 act | PLC-gamma1 inh | ASAP1 inh | Tn6 DDE FP | ADAM17 inh | ARFGAP1 inhibitor | DDE Tn7 FP inh
Cn1ccnc1/C(=N\NC(=O)c1ccccc1)c1cccc([N+](=O)[O-])c1 is listed as 4 | -1 | -2 | 0.3 | 7 | 5 | -12 | 0 | -4 | 1
Cc1ccc(-c2nc(CN(CC3CCC3)CC3CCCO3)c(C)o2)s1 (configuration not stated) is listed as 4 | 2 | -8 | -1.0 | -11 | 8 | -2 | -8 | 1 | 2
O=C(COc1ccc(F)cc1Cl)Nc1nc(-c2ccccn2)cs1 is listed as -7 | -5 | -22 | -0.5 | -12 | -8 | 2 | -1 | 6 | 5
